# ABCB6 inh MLPCN = ABCB6 transporter inhibitors, primary screen, K562-ABCB6 cells, flow cytometry, MLPCN library; fluorescence ratio to DMSO, % at 10 µM; ATP-binding cassette sub-family B member 6 (Homo sapiens), Q9NP58; AID 602162, 2011; K562-ABCB6 porphyrin accumulation, 1 h; hits give low values; hit rate 0.19% among 360,000;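 active = fluorescence ratio to DMSO below 75%, the collection mean minus 3 SD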;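 also: signal is porphyrin accumulated inside mitochondria; 100% equals median channel fluorescence of DMSO control wells; lower ratio means ABCB6 inhibition with less porphyrin fluorescence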
# MC4R antag cAMP = MC4R antagonists of cAMP signaling, primary screen, cell-based, TR-FRET, antagonist arm of biased-ligand search. Melanocortin receptor 4 (Homo sapiens), P32245. MC4R-expressing cells, MTII-stimulated cAMP, LANCE TR-FRET. inhibition, % at 6.5 µM. hit rate 0.48% among 360,000. AID 540295, 2011;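 active = inhibition above its plate's cutoff, the mean of tested wells on that plate plus 3 SD, cut at about 29% in these data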;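 also: 0% = Melanotan II alone and 100% = Melanotan II plus saturating MCL0020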
#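 Material – human MC4R-expressing U2OS cells · Repeats – no replicates · Detection – TR-FRET with Eu-cAMP and labeled anti-cAMP, 671 nm · Times – compound 30 min, challenge 1 h, detection 1 h · Compound – single nominal compound dose of 6.5 µM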
# NOD2 RIPK2 PPI = NOD2-RIPK2 binding disruptors in cells, primary screen, fluorescence, CHO cells, BLA complementation; Receptor-interacting serine/threonine-protein kinase 2 (Homo sapiens), O43353; CCF4 ratio; inhibition, % at 4.98 µM; hit rate 0.38% among 360,000; AID 624267, 2012; in the data active = inhibition above about 21%;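 also: 0% = vehicle only and 100% = reference blocker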
# Target sequence (O43353 whole entry, looked up): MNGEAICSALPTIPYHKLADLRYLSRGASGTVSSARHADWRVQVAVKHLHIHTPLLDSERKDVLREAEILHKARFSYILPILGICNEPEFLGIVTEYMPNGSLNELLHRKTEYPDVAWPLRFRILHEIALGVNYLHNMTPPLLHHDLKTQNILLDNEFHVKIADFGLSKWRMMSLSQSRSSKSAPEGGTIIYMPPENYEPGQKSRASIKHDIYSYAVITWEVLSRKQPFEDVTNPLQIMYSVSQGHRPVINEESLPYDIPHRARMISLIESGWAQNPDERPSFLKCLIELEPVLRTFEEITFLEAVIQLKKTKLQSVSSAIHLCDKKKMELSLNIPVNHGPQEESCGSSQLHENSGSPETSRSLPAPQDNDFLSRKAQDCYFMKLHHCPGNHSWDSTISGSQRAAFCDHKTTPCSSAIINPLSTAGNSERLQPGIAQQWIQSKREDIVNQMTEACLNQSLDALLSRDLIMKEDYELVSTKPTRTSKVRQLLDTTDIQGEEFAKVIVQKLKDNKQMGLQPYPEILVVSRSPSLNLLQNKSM
# N-glyco inh = increase of ERlucT glycosylation luciferase signal, primary screen, N-linked glycosylation inhibitor project, D54 ERlucT cells, luminescence, set 2. hit rate 0.23% among 360,000. reporter increase, % at 12.5 µM. D54 ERlucT glycosylation luciferase reporter, 24 h; percent of 100 nM tunicamycin response;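 active = mean luciferase reporter signal, scaled so untreated is 0 and the glycosylation-blocking control 100, at or above a set limit in every replicate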;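 also: luciferase carries N-glycosylation sites so blocking glycosylation raises the light; 0% = median of neutral control wells and 100% = median of 100 nM tunicamycin wells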
# MC4R ag barr = MC4R agonists recruiting beta-arrestin, primary screen, cell-based, luminescence, agonist arm of biased-ligand search; U2OS MC4R beta-arrestin complementation; percent of melanotan II response, DMSO zero; activation, % at 8.9 µM; hit rate 0.98% among 360,000; AID 540308, 2011;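 active = activation above a per-plate cutoff, the mean activation of sample wells on that plate plus 3 SD, cut at about 8% in these data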
# TLR9-MyD88 block = inhibitors of TLR9-MyD88 association in cells, primary screen, cell-based, CHO, BLA complementation, fluorescence. hit rate 0.21% among 340,000. CCF4 FRET ratio. inhibition, % at 4.98 µM. Toll-like receptor 9 (Homo sapiens) + Myeloid differentiation primary response protein …;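 active = inhibition above the mean over all tested compounds plus 3 SD, cut at about 21% in these data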;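 also: 0% = DMSO only wells and 100% = clavulanate BLA inhibitor control wells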
# H9c2 protect = cardioprotection against H2O2-induced cell death, primary screen, uHTS, H9c2 cells, ATPLite luminescence. H9c2 cardiomyocytes, H2O2 injury protection, 2 h. protection from H2O2 cell death, % at 20 µM. hit rate 0.63% among 360,000. AID 588492, 2011;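 active = compounds giving at least 50% protection of heart cells from peroxide-induced death in the single-dose screen, raw or plate-pattern-corrected value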;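 also: 0% = DMSO wells with peroxide and 100% = DMSO wells without peroxide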
# SRC2 inh = inhibition of GAL4-SRC2 driven luciferase reporter, primary screen, SRC2 inhibitor project, cell-based, luminescence | Nuclear receptor coactivator 2 (Homo sapiens), Q15596 | HEK293 GAL4-SRC2 luciferase reporter | inhibition, % at 9 µM | hit rate 0.17% among 370,000 | AID 651957, 2012;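 active = inhibition above the mean inhibition of all tested compounds plus 3 SD, set per campaign, cut at about 52% in these data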;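 also: 0% = DMSO treated cells and 100% = cells given Gossypol at 36 µM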
# HTR2A ag = mouse Htr2a agonists via beta-arrestin recruitment, primary screen, cell-based, luminescence | 5-hydroxytryptamine receptor 2A (Mus musculus), P35363 | CHO-K1 mHTR2A beta-arrestin complementation; percent of 30 µM serotonin response | activation, % at 7.6 µM | hit rate 0.66% among 360,000 | AID 624169, 2012;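 active = activation above a run cutoff, the mean activation of all tested compounds plus 3 SD, cut at about 14% in these data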;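 also: 0% = plate median of compound wells and 100% = 30 µM serotonin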
# Target sequence (P35363 whole entry, looked up): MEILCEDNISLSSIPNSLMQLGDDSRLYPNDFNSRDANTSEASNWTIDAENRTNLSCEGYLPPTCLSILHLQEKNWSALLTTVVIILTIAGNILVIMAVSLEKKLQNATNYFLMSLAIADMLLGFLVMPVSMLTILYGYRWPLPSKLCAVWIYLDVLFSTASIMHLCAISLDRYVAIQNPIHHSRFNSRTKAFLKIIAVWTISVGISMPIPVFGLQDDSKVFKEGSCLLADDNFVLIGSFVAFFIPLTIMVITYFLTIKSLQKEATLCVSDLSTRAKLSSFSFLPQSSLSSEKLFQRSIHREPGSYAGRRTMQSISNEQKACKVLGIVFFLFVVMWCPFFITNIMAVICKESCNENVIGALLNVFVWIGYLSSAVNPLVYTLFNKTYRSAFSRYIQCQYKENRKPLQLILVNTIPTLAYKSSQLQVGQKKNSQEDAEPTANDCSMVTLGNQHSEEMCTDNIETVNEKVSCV
# ABHD5-PLIN5 inh = ABHD5-PLIN5 interaction inhibitors, primary screen, cell lysate, split luciferase complementation, luminescence; Perilipin-5 (Homo sapiens) + 1-acylglycerol-3-phosphate O-acyltransferase ABHD5 (Homo …; Split G. princeps luciferase complementation, 4 h; inhibition, % at 4 µM; hit rate 0.78% among 360,000; AID 602281, 2012;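 active = inhibition above the mean inhibition across every tested compound plus 3 SD, cut at about 22% in these data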;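 also: 0% = DMSO only wells and the 100% control is not disclosed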
# Starred values were filed as active, the others as inactive; . = no result given. Only part of the results is shown; rates above refer to the full screens.
SMILES,ABCB6 inh MLPCN,MC4R antag cAMP,NOD2 RIPK2 PPI,N-glyco inh,MC4R ag barr,TLR9-MyD88 block,H9c2 protect,SRC2 inh,HTR2A ag,ABHD5-PLIN5 inh
C/C=C(/C)C(=O)Nc1cccc(C2=NOC3(C2)C[C@@H](C(N)=O)N(C(=O)[C@H]2CCC(=O)N2)C3)c1 (some centres not stated),98,-1,-5,0,-0.8,3,-2,-6,2,5
Clc1cccc(OCCCCCN2CCOCC2)c1,97,10,-5,0,-1.0,-13,-8,-3,-9,0
COc1ccc(S(=O)(=O)N2CCCCC2)cc1NC(=O)c1ccc([N+](=O)[O-])o1,113,-8,10,8,-2.2,22*,-24,-4,1,0
CCOC(=O)c1c(S(=O)(=O)N2CCCC(C(=O)Nc3ccc(C)cn3)C2)c(C)n(C)c1C (configuration not stated),97,13,-3,1,0.2,-2,0,4,-7,-6
CN(C(=O)CSc1cccc[n+]1[O-])c1ccccc1,94,5,-2,0,-2.1,-5,7,-13,3,2
O=C(O)c1c(NC(=O)N(CCO)Cc2ccccc2)sc2c1CCCC2,100,7,-5,0,-0.2,5,-1,-9,0,-6
CN1CCn2cnc(C(=O)NCCCCCNC(=O)OC(C)(C)C)c2C1=O,107,16,-8,4,0.1,6,-8,-11,-3,-3
CCNc1nc(NCC)n2c(SCC(=O)O)nnc2n1,105,8,-7,-2,-1.1,2,-10,-13,0,0
COc1cccc(CC(=O)N2CCCC(CCC(=O)N3CCN(c4ccccn4)CC3)C2)c1 (configuration not stated),100,-1,2,-2,-1.0,4,3,1,-1,1
S=C(NC1CC1)N1CCc2ccccc2C1,95,3,-4,1,-2.4,5,-7,-7,-2,0
COC(=O)[C@@]1(Cc2ccc(OC)cc2)[C@H]2c3cc(C(=O)N4CCCC4)n(Cc4ccc(C)c(F)c4F)c3C[C@H]2CN1C(=O)c1ccccc1,125,.,-7,.,.,.,.,12,2,9
CCOC(=O)Cc1c(C)nc2c(-c3ccccc3)cnn2c1C,93,-4,2,1,-5.5,2,-12,-26,6,-1
CN1C[C@@H]2[C@@H]3C(=O)N(Cc4ccccc4)C(=O)[C@@H]3[C@](C)(C1=O)N2C(=O)c1ccc(Cl)cc1,98,-4,9,0,-0.8,3,12,6,7,-3
S=c1[nH]nc(-c2ccco2)n1/N=C/c1ccccc1,102,3,1,1,-2.4,6,1,25,4,-4
CCN(CC)CCCN(C(=O)c1ccccc1F)c1nc(-c2ccc(OC)cc2)cs1,99,9,5,-10,0.3,-18,0,8,-2,5
CCN(CC)CCNC(=S)Nc1ccc2nc(N3CCN(CC)CC3)cc(C)c2c1,102,10,6,-3,0.2,-1,10,8,-16,1
Cc1ccccc1N(C(=O)c1cccs1)c1nc2ccccc2s1,95,10,-9,-4,-2.1,-4,6,-25,-3,2
Cc1oc(C)c2c(=O)ccc3c(c12)OC(N)=C(C#N)C3c1ccccc1Cl (configuration not stated),96,0,-8,-2,-2.2,-6,-1,12,4,19
COc1ccc(C(CC(=O)O)NC(=O)Nc2ccccc2)cc1OC (configuration not stated),82,5,3,0,1.2,0,0,-27,-2,-5
Cc1ccccc1Nc1nc(N)nc(CSc2nnc(C)n2C)n1,96,4,-6,0,-1.8,-3,13,16,3,6
CCOc1cc(C)nc(N2CCC(C(=O)NCC3CCCO3)CC2)n1 (configuration not stated),99,2,-13,1,-0.2,3,6,13,8,-10
CCOC(=O)C1CCN(C(=O)c2ccc(OCC(=O)Nc3cccc(C(F)(F)F)c3)c(OC)c2)CC1,86,-1,-1,-1,2.2,1,-8,37,4,-1
Cc1ccnc(SCC(=O)NC2CC2)n1,97,-4,-12,1,-1.6,-8,7,-2,4,3
CC(=O)N1CCN(c2ccc(Oc3nc(-c4ccccc4)nc4ccccc34)cc2)CC1,95,10,-8,-2,-2.3,5,4,-5,1,5
Cc1cc([N+](=O)[O-])c(C(C)(C)C)cc1N,95,7,-13,1,-0.3,-21,-5,-4,4,8
O=C(/C=C/c1ccc(Cl)cc1)Nc1ccc(Br)cn1,94,-1,5,-3,-2.4,-7,2,13,3,1
Cc1ccc2oc(C(=O)N3CCN(Cc4ncccc4C)CC3)c(C)c2c1,103,-4,1,-3,-0.3,-2,1,-14,-4,1
Cc1cc(/C=C(\C#N)C(=O)NCc2cccs2)c(C)n1-c1ccccc1F,95,-11,1,-7,-2.6,-2,-25,-31,-5,2
CC(=O)/C(=C/N(C)C)Sc1ccc(C)cc1,98,-2,-12,1,4.3,4,-21,-10,2,5
O=C(Nc1ccc(C(=O)N2CCCc3ccccc32)cc1)c1cccs1,101,10,-2,-3,0.9,7,6,-12,3,5
CC(C)Sc1nc2c(cnn2-c2ccc(Cl)cc2)c(=O)[nH]1,96,-1,-7,2,-0.3,6,-3,-8,0,2
CC1CCCCC1NC(=O)c1ccc(CSc2nc3ccncc3[nH]2)cc1 (configuration not stated),99,9,-5,-2,-0.3,-4,16,-15,-2,5
CCC(C(=O)NC1CCCC1)N(C(=O)Cn1nnc(-c2ccc(OC)c(OC)c2)n1)C1CCCCC1 (configuration not stated),89,2,-3,-2,-1.0,-13,12,-6,4,2
COc1ccc(CCNC(=O)c2cc(-c3ccc4c(c3)OCO4)on2)cc1OC,101,13,2,-1,1.3,-4,3,.,-1,4
COC(=O)C1=C(C)N(c2cccc3ccccc23)C(=O)C1,106,20,3,-2,-2.0,6,-4,-5,0,3
COc1ccc(S(=O)(=O)N2CCOC2CNC(=O)C(=O)NCc2ccc3c(c2)OCO3)cc1C (configuration not stated),96,-3,3,0,-1.5,2,-2,-5,1,0
CCN1CCN(CCOc2ccc(Br)cc2C)CC1,97,9,0,1,-2.8,-14,-4,-57,-6,5
O=C(NCc1ccccc1Br)c1ccco1,102,-2,-1,1,-2.3,8,-3,0,-1,1
Cc1ccc(-c2nnc(-c3ccccc3)c(-c3ccccc3)n2)cc1,100,13,4,-3,-3.2,1,-12,-8,0,-4
O=C(NCCc1ccc(S(=O)(=O)N2CCCC2)cc1)c1cccs1,124,4,-9,0,-1.7,2,7,3,-8,-3
COc1ccc(N=c2scc(C)n2CCCN2CCCC2=O)cc1,94,-2,2,-1,-1.9,-3,2,29,-2,0
NC(=O)c1ncn([C@@H]2O[C@H](CNCc3cnc(N4CCOCC4)nc3)[C@@H](O)[C@H]2O)n1,98,7,-1,0,1.8,-26,-6,15,0,-6
COc1ccc(-n2nc(C(=O)NCC(=O)N3CCC(C(N)=O)CC3)c3ccccc3c2=O)cc1,92,3,4,-3,-0.7,-1,-3,9,9,10
COc1ccccc1NC(=O)c1ccc(-c2ccccc2[N+](=O)[O-])o1,92,9,-3,6,-0.8,-6,-6,-61,-2,0
Nc1ccc(NC(=O)c2ccccc2)c2c1C(=O)c1ccccc1C2=O,131,-2,7,14,3.5,-3,24,-17,3,-1
COc1ccccc1Oc1ccc(NC(=O)c2ccc(Cl)cc2)cc1,87,3,2,5,0.6,2,-2,6,-3,-3
CCCCC[C@H]1CN(CCCC)C(=O)[C@@H]1CC(=O)NCc1ccccc1,88,-1,4,2,1.4,-2,1,-8,8,-3
Cc1ccccc1S(=O)(=O)N1C[C@H]2CON(C)[C@H]2C[C@H]1c1cccc(Oc2ccccc2)c1,97,6,5,-1,2.5,-7,3,-6,-4,12
O=C(COC(=O)c1cccs1)NCc1ccco1,124,6,-10,3,-1.9,-3,9,7,-2,5
CCCCNC(=O)CSc1nc2ccc(Nc3nc(N4CCOCC4)nc(N4CCOCC4)n3)cc2s1,98,14,2,-2,-1.0,6,22,-2,-5,2
NC(=S)NC1CC2C=CC1C2 (configuration not stated),97,4,-10,3,3.7,-8,2,9,8,-3
CCOc1ccccc1C(=O)N1c2ccccc2Sc2ccccc21,105,0,7,-1,-0.7,-10,-13,30,0,-8
COC(=O)C1CN(C(=O)COc2ccccc2C)c2ccccc2O1 (configuration not stated),90,20,-5,0,-1.2,-18,-1,-12,6,-4

# Entries shown so far with a tert-butyl group, in the order listed:
SMILES,ABCB6 inh MLPCN,MC4R antag cAMP,NOD2 RIPK2 PPI,N-glyco inh,MC4R ag barr,TLR9-MyD88 block,H9c2 protect,SRC2 inh,HTR2A ag,ABHD5-PLIN5 inh
CN1CCn2cnc(C(=O)NCCCCCNC(=O)OC(C)(C)C)c2C1=O,107,16,-8,4,0.1,6,-8,-11,-3,-3
Cc1cc([N+](=O)[O-])c(C(C)(C)C)cc1N,95,7,-13,1,-0.3,-21,-5,-4,4,8

# 6 entries picked at random from those above, as already listed:
SMILES,ABCB6 inh MLPCN,MC4R antag cAMP,NOD2 RIPK2 PPI,N-glyco inh,MC4R ag barr,TLR9-MyD88 block,H9c2 protect,SRC2 inh,HTR2A ag,ABHD5-PLIN5 inh
COc1ccc(N=c2scc(C)n2CCCN2CCCC2=O)cc1,94,-2,2,-1,-1.9,-3,2,29,-2,0
NC(=O)c1ncn([C@@H]2O[C@H](CNCc3cnc(N4CCOCC4)nc3)[C@@H](O)[C@H]2O)n1,98,7,-1,0,1.8,-26,-6,15,0,-6
NC(=S)NC1CC2C=CC1C2 (configuration not stated),97,4,-10,3,3.7,-8,2,9,8,-3
Nc1ccc(NC(=O)c2ccccc2)c2c1C(=O)c1ccccc1C2=O,131,-2,7,14,3.5,-3,24,-17,3,-1
Cc1ccccc1S(=O)(=O)N1C[C@H]2CON(C)[C@H]2C[C@H]1c1cccc(Oc2ccccc2)c1,97,6,5,-1,2.5,-7,3,-6,-4,12
COc1ccccc1NC(=O)c1ccc(-c2ccccc2[N+](=O)[O-])o1,92,9,-3,6,-0.8,-6,-6,-61,-2,0

# Compound activity from PubChem BioAssay.
